Compound activity deposited in PubChem by National Center for Advancing Translational Sciences (NCATS).
TR SRC2 fluor cs = Total Fluorescence Counterscreen for Inhibitors of the Interaction of Thyroid Hormone Receptor and Steroid Receptor Coregulator 2; 280,000 tested, 0.29% active; Potency, µM (top dose mostly 106 µM), for inactives: at the highest dose fluorescence change, negative = quenching; TRb/SRC2 Texas Red total fluorescence interference; AID 1479, 2009; active = well fitted curve in either direction with a large enough effect; inconclusive = small, poorly fitted or top-dose-only effect; also: % is scaled to controls: 0 for no effect and ±100 for the full control effect
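Human TRβ ligand-binding domain (0.6 uM) and Texas Red SRC2 peptide (20 nM) in Tris buffer with 1 uM T3 and 5% DMSO were incubated with pinned compound for 5 hr at ambient temperature. Total fluorescence was computed as S + 2P (555/632 nm).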
Tau fibril ThT = qHTS for Inhibitors of Tau Fibril Formation, Thioflavin T Binding; Potency, µM (series often up to 57.4 µM), inactives show at the top dose activity, negative = inhibition, hits mostly inhibitors; recombinant tau K18 P301L, heparin-induced fibrillization, ThT fluorescence; Microtubule-associated protein tau (Homo sapiens), P10636; AID 1460, 2008; 270,000 tested, 2.1% active; also: % is scaled to controls: 0 for no effect and ±100 for the full control effect; nearly all actives have a fitted effect of over 55% in size
Target sequence (P10636 561-689 P618L limits assumed): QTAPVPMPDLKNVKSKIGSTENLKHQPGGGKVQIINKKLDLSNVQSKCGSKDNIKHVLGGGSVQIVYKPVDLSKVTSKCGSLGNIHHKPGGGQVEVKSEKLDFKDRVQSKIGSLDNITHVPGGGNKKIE
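Recombinant human tau K18 fragment […] carrying P301L, 15 uM unlabeled plus 0.24 uM Alexa 594-labeled, was fibrillized with 20 uM heparin in 100 mM sodium acetate pH 7 for 6 hr at 37 C; 30 uM ThT fluorescence read after 1 hr.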
HTT ATP protect = qHTS Multiplex Assay to Identify Dual Action Probes in a Cell Model of Huntington: Cytoprotection (ATP). PC12 HTT-Q103 induced, cytoprotection, ATP luminescence, 40 h. 230,000 tested, 0.14% active. Potency, µM (top dose mostly 56.4 µM), for inactives: cytoprotection (ATP increase), usual class: activators. AID 1471, 2008;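 also: % of control where 0% means no effect; nearly all actives have a fitted effect of over 45% in size; toxic huntingtin expression switched on by the ecdysone agonist tebufenozide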
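PC12 cells stably carrying ecdysone-inducible Htt exon 1 (Q103)–GFP were induced with 100 nM tebufenozide (final) alongside library compounds in a dose series. Cytoprotection was scored as retained ATP by ATPlite luminescence.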
RECQ1 inh = qHTS Assay for Inhibitors of RecQ-Like Dna Helicase 1 (RECQ1) | RECQ1 DNA unwinding, red fluorescence kinetic read | ATP-dependent DNA helicase Q1 (Homo sapiens), P46063 | 240,000 tested, 0.54% active | Potency, µM (top dose mostly 57.3 µM), inactives show at the highest dose activity, negative = inhibition, most hits filed as inhibitors;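 also: plate controls were vehicle for no effect and no enzyme for full effect; nearly all actives have a fitted effect of over 30% in size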
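RECQ1T1 50 nM; forked duplex (20 bp + 30-nt ss tails) 200 nM, ATP 2 mM final; pH 8.0, 2 mM MgCl2, 2.5 ug/ml poly(dI-dC); 15 min compound preincubation; discontinuous kinetic read over 2 h at RT.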
TRb SRC2 PPI = qHTS for Inhibitors of the Interaction of Thyroid Hormone Receptor and Steroid Receptor Coregulator 2; TRbeta-SRC2 peptide binding, fluorescence polarization; receptor liganded with 1 µM T3; AID 1469, 2008; 280,000 tested, 0.065% active; Thyroid hormone receptor beta (Homo sapiens), P10828; Potency, µM (highest dose often 106 µM), inactives show at the highest dose activity change, negative = inhibition, usual class: inhibitors;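 also: plate controls were bound peptide for no effect and peptide without receptor for full effect; nearly all actives have a fitted effect of over 50% in size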
Target sequence (P10828 whole entry, looked up): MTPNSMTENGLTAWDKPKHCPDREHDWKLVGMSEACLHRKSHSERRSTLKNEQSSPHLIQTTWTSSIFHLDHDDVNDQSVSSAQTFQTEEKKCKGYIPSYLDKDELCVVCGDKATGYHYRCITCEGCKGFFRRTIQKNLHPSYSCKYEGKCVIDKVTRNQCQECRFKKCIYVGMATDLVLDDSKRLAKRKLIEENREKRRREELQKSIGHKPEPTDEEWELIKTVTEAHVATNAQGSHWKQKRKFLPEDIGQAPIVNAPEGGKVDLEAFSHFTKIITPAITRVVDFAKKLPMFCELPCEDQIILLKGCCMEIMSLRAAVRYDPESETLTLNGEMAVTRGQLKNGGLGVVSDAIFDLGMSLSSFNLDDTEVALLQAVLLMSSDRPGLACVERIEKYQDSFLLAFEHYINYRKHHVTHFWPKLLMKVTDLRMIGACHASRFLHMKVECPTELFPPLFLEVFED
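A fluorescence polarization screen tested compounds at multiple concentrations against complex formation between 0.6 uM TRb ligand-binding domain and 20 nM Texas Red SRC2 peptide, with 1 uM T3 present; readout after 5 hr.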
L3MBTL1 block = qHTS Assay for the Inhibitors of L3MBTL1 | AID 485360, 2010 | Lethal(3)malignant brain tumor-like protein 1 (Homo sapiens), Q9Y468 | Potency, µM (series often up to 57.1 µM), for inactives: at the highest dose activity, negative = inhibition, hits mostly inhibitors | 230,000 tested, 0.66% active | AlphaScreen L3MBTL1–H3K9me1 peptide binding; also: % is scaled to controls: 0 for no effect and ±100 for the full control effect; nearly all actives have a fitted effect of over 60% in size
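AlphaScreen assay: L3MBTL1 (50 nM final) was preincubated 30 min at room temperature with biotinylated H3(1-15)K9me1 peptide (75 nM final), then 30 min with library compounds; streptavidin donor and nickel chelate acceptor beads (10 ug/mL final) added, 30 min dark.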
Tau fibril FP = qHTS for Inhibitors of Tau Fibril Formation, Fluorescence Polarization; K18 P301L tau heparin fibrillization, Alexa594 FP, 6 h; Potency, µM (doses to about 57.7 µM), without a hit: top-dose activity, negative = inhibition, hits mostly inhibitors; Microtubule-associated protein tau (Homo sapiens), P10636; 280,000 tested, 0.39% active; AID 1468, 2008; also: % is scaled to controls: 0 for no effect and ±100 for the full control effect; nearly all actives have a fitted effect of over 55% in size
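Heparin (20 uM) drove fibril formation of recombinant tau K18 P301L, 15 uM unlabeled with 0.24 uM Alexa 594 label, for 6 hr at 37 C in 100 mM sodium acetate pH 7. Fluorescence polarization (555/632 nm) read 1 hr after 30 uM ThT.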
Tau fluor counter = Counterscreen qHTS for Inhibitors of Tau Fibril Formation, Fluorescence Polarization; Potency, µM (titrated, usually from 57.7 µM), for the others: at the highest dose activity change, negative = decrease; 280,000 tested, 0.93% active; tau K18 P301L Alexa594 fluorescence, heparin fibrillization; AID 1463, 2008; also: % is scaled to controls: 0 for no effect and ±100 for the full control effect; nearly all actives have a fitted effect of over 55% in size
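Human tau K18 P301L (15 uM unlabeled, 0.24 uM Alexa 594-labeled) in 100 mM sodium acetate pH 7 with 20 uM heparin, 6 hr at 37 C. ThT 30 uM added, 1 hr ambient; Alexa 594 FP and total fluorescence read at 555/632 nm.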
* marks the source's active call; other numbers are inactive results; i = inactive; ? = inconclusive; · = no result given; & = joins results of further samples; [ ] = remark or other dose. Unless noted, calls follow the shape of the dose curve; as a rule, active = well fitted curve in the direction sought with a large enough effect; inconclusive = small, poorly fitted or top-dose-only effect, or another doubt; inactive = no such curve, though single readings can be large; an effect the other way counts as inactive or inconclusive. Potency is read from the fitted curve at half-maximal effect. The list is partial (hit frequency here may not be typical).

SMILES | TR SRC2 fluor cs | Tau fibril ThT | HTT ATP protect | RECQ1 inh | TRb SRC2 PPI | L3MBTL1 block | Tau fibril FP | Tau fluor counter
CN(Cc1nc2ccccc2[nH]1)Cc1nc(CC2CC2)no1 | -2.6% | -5.3% | 4.9% | -6.7% | -3.0% | -5.9% | -9.6% | -6.6%
O=C(CNC(=S)NC(=O)c1cccs1)c1ccccc1 | -0.2% | 7.7% | -12.4%[10 µM] | 5.4% | 1.7% | -14.9% | ? | 4.2%
Cn1c(CCN2CCCCC2)nc2cc(NC(=O)NC3CCCCC3)ccc21 | 0.3% | 2.4% | -11.9% | -4.2% | 4.2% | -2.2% | 8.6% | -3.8%
O=C1CCC([N+](=O)[O-])C(c2cccc(Cl)c2Cl)N1 (configuration not stated) | 2.6% | -4.3% | 1.7% | i | -18.1% | · | 5.5% | -8.1%
Cc1ccc(C)c(Cn2nnc(C(=O)NCc3ccc(Cl)cc3Cl)c2N)c1 | 0.2% | 1.9% | · | · | -4.7% | · | -12.8% | -10.4%
Cc1ccc(CNc2ncnc3c2nnn3C)cc1 | 0.5% | -3.2% | · | · | -4.6% | · | ? | -7.0%
Cc1ccc(C)c(NC(=O)CSc2nc(=O)n(CCN3CCOCC3)c3c2CCC3)c1 | -0.8% | -2.1% | · | · | -3.5% | · | -3.4% | 2.3%
CCn1c(C)c(C)c2cc(C(=O)NCc3ccc(OC(C)C)cc3)ccc21 | -0.4% | -9.2% | · | · | 3.0% | · | 17.3% | -22.3%
CCCCCn1c(=O)[nH]c2cc(C(=O)NCc3ccc(F)cc3)ccc2c1=O | -0.3% | -4.1% | · | · | 2.9% | · | -10.0% | -0.1%
CCOC(=O)c1ccccc1NC(=O)Cn1c(=O)n(Cc2nc(C)no2)c(=O)c2ccccc21 | -1.2% | 3.9% | · | · | -0.5% | · | 2.0% | -7.5%
O=Cc1cn(CC(=O)N2CCCCCC2)c2ccccc12 | -2.3% | · | 4.1%[10 µM] | -6.3% | -0.7% | · | · | ·
Cc1cnn(C(=S)NCc2ccco2)c1 | 2.0% | -17.1% | 1.6% | -5.4% | -3.3% | · | -1.1% | -4.2%
Cc1ccc(C(=O)Nc2nc(-c3nnn(-c4cccc(C(F)(F)F)c4)c3C)ns2)cc1 | -1.3% | ? | · | · | -5.0% | · | -7.8% | 7.5%
COc1ccc(NC(=O)CS(=O)CC(=O)NCC2OCCc3ccccc32)cc1 (configuration not stated) | -0.8% | -2.5% | · | i | 8.8% | · | -13.9% | -11.8%
O=C(OCc1nc2ccccc2[n+]([O-])c1C(=O)c1ccccc1)c1cccs1 | -0.9%[53 µM] | -5.6% | 2.8%[10 µM] | -3.1% | -8.6%[53 µM] | -6.5% | 3.9% | -21.9%
COc1ccc(OC)c(N=c2oc3cc(O)ccc3cc2C(N)=O)c1 | -22.7% | 31.6µM* | -59.0% | -8.8% | 11.7% | -10.8% | ? | ?
Cc1cc(C)cc(NC(=O)Cn2c(-c3ccccc3Cl)nc3ccccc32)c1 | -2.1% | -4.5% | -9.8%[1.9 µM] | -6.5% | 0.6% | 7.9% | 1.3% | -10.2%
CC(C)=CCOc1ccc2ccc(=O)oc2c1 | -0.9% | -3.3% | 8.1%[10 µM] | -3.8% | -8.0% | 23.1% | 0.8% | -0.8%
O=C(NCC1CCS(=O)(=O)C1)NCC1CCS(=O)(=O)C1 (configuration not stated) | -1.7% | 0.8% | -17.4%[10 µM] | -10.4% | 1.7% | 8.3% | 0.7% | 6.5%
COC(=O)c1sccc1-n1cc(C#N)c(=O)n(C)c1=O | -3.6% | -3.3% | 4.0%[10 µM] | 23.5% | -2.5% | -2.5% | -4.3% | -14.0%
CC(=O)c1sc(NC(=O)c2ccc(Cn3cc(Br)cn3)o2)nc1C | -2.3% | -11.1% | -14.4%[10 µM] | i | 4.0% | -9.6% | -4.5% | -11.5%
CCCS(=O)(=O)N1CCCC(C(=O)NC2CCCCC2)C1 (configuration not stated) | 0.0% | 1.5% | 5.4% | i | -7.7% | 8.0% | -1.7% | 4.9%
Cc1cccc(Nc2nnc(SCC(=O)Nc3ncc(C(F)(F)F)cc3Cl)s2)c1C | ? | ? | 14.0%[1.9 µM] | -9.0% | -5.1% | -3.6% | -0.1% | -21.8%
O=C(NCc1ccccc1Cl)c1ccc(-c2ccccc2)cc1 | -1.1% | 3.4% | 13.4%[10 µM] | -3.8% | -2.8% | -3.0% | -11.8% | 2.4%
CSc1nc(C)c2c(n1)N(c1ccc(O)cc1)CC2 | -0.5% | ? | -1.5%[10 µM] | -1.1% | 0.1% | -13.5% | 9.3% | -13.5%
COc1ccc(OCc2nc(C#N)c(N3CCN(c4ccc(OC)cc4)CC3)o2)cc1 | -5.5% | ? | 7.5%[10 µM] | -4.3% | 7.7% | -21.8% | ? | ?
CCOC(=O)CCCNC(=O)N1CCc2nc(COc3ccccc3)c3c(c2C1)CO[C@@H](C)C3 | -3.7%[11.2 µM] | -0.6%[11.5 µM] | -20.1%[10 µM] | i[11.5 µM] | -0.2%[11.2 µM] | · | 0.1%[11.6 µM] | -6.6%[11.6 µM]
CC(C)CCNC(=O)c1cnc2sc(N3CCCCC3)nn2c1=O | -1.4% | -3.1% | · | · | -2.8% | · | -6.4% | -3.6%
C/C(=N/NC(=O)CNC(=O)C1COc2ccccc2O1)c1ccc2c(c1)OCCO2 (configuration not stated) | -1.9% | -14.7% | -40.8%[inhibitor] | i | 6.4% | 6.9% | 6.4% | -5.1%
O=C(NNC(=O)c1cccs1)c1ccc(Cl)c(Cl)c1 | -3.3% | 3.1% | 18.9%[10 µM] | -1.3% | 0.3% | 5.0% | ? | 5.7%
Cc1ccc2c(c1)c(N=NC(N)=S)c(O)n2Cc1ccccc1 | -1.2%[53 µM] | -7.3% | 30.9%[10 µM] | 6.6% | 2.1%[53 µM] | -8.5% | -3.0% | -2.8%
COc1cccc(NC(=O)Cn2c(=O)n(-c3ccccc3)c(=O)c3ccc(C(=O)NCc4ccc5c(c4)OCO5)cc32)c1 | -0.3% | 15.4% | · | · | -2.2% | · | 31.6µM* | -28.8%
CCC(C)NC(=O)CSc1nc2n[nH]c(C)c2c(=N)n1-c1ccc(OC)cc1 (configuration not stated) | 1.4% | 6.2% | -25.3% | i | -13.8% | 47.2%[activator] | ? | -11.0%
O=C(Cn1cc2c(n1)CCCC2)Nc1ccccc1Cl | 1.3% | -10.0% | -2.7% | i | 1.4% | -2.4% | -2.8% | -8.9%
COc1cc(C(=O)NCCC(=O)NCCN2CCCCCC2)cc(OC)c1OC | -1.4% | -6.6% | -12.5% | -0.4% | -11.2% | · | 2.7% | -5.3%
COc1ccccc1N1CCN(CCn2c(=O)c3c(c4ccccc4n3C)n(C)c2=O)CC1 | -0.5%&-3.1% | ? | -12.3%&-29.9% | -8.5% | 6.5%&0.6% | · | ? | 1.2%&-14.1%
CCc1ccccc1SCc1noc(C(=O)NCC2CCCO2)c1C(=O)O (configuration not stated) | -0.5% | 2.7% | -11.1% | -9.5% | -15.4% | 7.1% | 4.5% | 3.3%
CCOC(=O)c1sc2nc3c(SCC(=O)O)cc(C(=O)c4cc(F)ccc4O)cn3c(=O)c2c1C | -21.7% | 12.6µM* | -9.0%[10 µM] | ? | 29.6% | -21.7% | -9.2% | -9.6%
COc1ccc(/C=N/NC(=O)C[n+]2ccccc2)c(OC)c1OC | -3.9% | 1.6% | 33.5%[10 µM] | -4.2% | 4.0% | -17.1% | 4.5% | 7.8%
O=S(=O)(Nn1cnnc1)c1ccccc1 | 0.1% | -0.2% | 12.0%[10 µM] | -8.4% | 7.4% | 18.8% | 3.3% | 1.0%
COc1ccccc1OCc1ccc(C(=O)Nc2ccc(C)c(C)c2)o1 | -2.4% | -9.9% | · | · | 10.1% | · | -4.3% | -5.6%
Cc1cc(C)cc(S(=O)(=O)Nc2cccc(-c3ccc(N4CCOCC4)nn3)c2)c1 | ? | -2.6% | · | · | -19.3% | · | -7.1% | -19.6%
CCCN(C(=S)Nc1ccccc1)C1CCS(=O)(=O)C1 (configuration not stated) | -2.4% | -1.7% | 0.2% | -5.5% | -9.1% | 5.2% | 4.1% | -1.3%
C[C@H](NC(N)=O)C(=O)OCC(=O)NCc1cccs1 | -7.6% | -1.3% | ? | -2.3% | 1.4% | · | -5.8% | -1.2%
CC(=O)c1c(O)cc(C)n(Nc2nc(C)cc(C)n2)c1=O | 1.7% | -8.9% | -1.7% | -10.6% | -22.2% | 8.2% | 4.6% | -0.9%
CCOC(=O)N1CCc2c(sc3c2c(=O)n(-c2ccccc2)c(=O)n3CC(=O)Nc2ccc(OC)cc2OC)C1 | -1.5% | 1.9% | · | · | -7.9% | · | -4.4% | -11.0%
